Ins promoter up: MIN6 insulin promoter up-regulation | MIN6 insulin promoter-GFP reporter, high-content imaging; hits give high values | z-score at 5 µM | hit rate 0.3% among 190,000;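 active means z-score above 3 at 5 µM with at least 500 cells counted in the well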
Autophagy mod: autophagy modulation, high-content screen; MEF GFP-LC3 puncta imaging; test concentration mostly 10 µM; calls only at 10 µM (by protocol); hit rate 0.98% among 190,000; AID 463193;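 active means percentage of spot-positive cells more than 3 SD above its plate mean, without a fluorescence outlier flag or 80% toxicity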;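 further: spot-positive cell cutoff set from DMSO-treated cells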
WT yeast gro inh: growth inhibition of WT yeast, mitochondrial fusion screen. inhibition, % at 10 µM. mitochondrial fusion phenotypic screen, WT strain. AID 1362. hit rate 2.1% among 190,000; in the data active means inhibition above about 58%; tested in S. cerevisiae
MT stabilize HCS: microtubule stabilization, imaging screen; HeLa tubulin immunostaining HCS, 24 h; share of cells brighter than vehicle mean+2SD; hit rate 0.83% among 200,000; % tubulin-high responders, % at 10 µM;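 active means plate Z-score above 3 for both tubulin-high and condensed-nucleus cell shares, with cell loss under 80%, at 10 µM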;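 further: anti alpha tubulin signal scored within the nucleus-defined area of each cell; some results filed as inactive read as strong as hits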
Dynein transport: dynein cargo transport inhibition | 3617.4 mouse cells, GR-EGFP nuclear translocation imaging; test concentration mostly 20 µM; stimulated with dexamethasone, 1 µM; hits give low values | hit rate 0.47% among 220,000 | z-score, hits read low;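 active means plate z-score of nuclear minus cytoplasmic receptor signal below a set negative limit, without overly bright fluorescence or cell loss, cut at about -3.5 in these data, passing the limit was not always enough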;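 further: z-score of nuclear minus cytoplasmic ring GR-EGFP intensity difference per well; some compounds called inactive have numbers as strong as hits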
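medium = tetracycline-free induction medium containing charcoal-stripped FBS | probe or stimulus = dexamethasone, 1.0 µM final | timing = 48 h induction, then 1 h compound, then 30 min agonist, 37 °C | detection = automated 10x imaging of fixed Hoechst-stained cells | read-out basis = nuclear versus cytoplasmic GR-EGFP signal, averaged per well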
ER stress rescue: protection against thapsigargin-triggered cell killing – 384-well, CSM14.1, ATP luminescence, primary screen (AID 1222). cellular ATP content (survival), % at 20 µM; hits with a dose series show EC50 in µM. CSM14.1 thapsigargin-induced death rescue, ATP luminescence; higher % means a stronger effect. 190,000 tested, under 10 active;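 active means EC50 below 50 µM in the dose-response confirmation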;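 further: death triggered by thapsigargin at about 15 µM added after 2 h compound pretreatment; cell ATP read after overnight thapsigargin exposure of roughly 18 to 22 hours; normalized against plate controls of thapsigargin alone and 5% DMSO vehicle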
XIAP antagonists: small molecules displacing peptide from XIAP – biochemical, IAP family, fluorescence polarization (AID 1018). hit rate 0.007% among 200,000. displacement, % at 20 µM, or IC50 in µM where a hit was titrated. XIAP BIR domain, fluorescence polarization peptide displacement; higher % means a stronger effect; in the data active means displacement above about 50%; further: a part of the inactive calls stands beside numbers as strong as those of hits
Hep lipid drop: hepatic lipid droplet formation modulation; hit rate 0.4% among 240,000; AML12 mouse hepatocytes, oleate lipid droplets, BODIPY imaging; inhibition, % at 6.5 µM;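 active means lipid droplet intensity inhibited by at least 50%, with more than 500 cells counted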
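Assay system: AML12 mouse liver cells | Compound dosing: One dose, 6.5 µM compound | Read-out basis: Droplet intensity reduction, % inhibition | Measured by: Fluorescence imaging, 20x objective, two fields per well | Schedule: Overnight treatment with compound plus oleate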
b-catenin transl: modulators of beta-catenin nuclear translocation; HeLa beta-catenin nuclear translocation, immunofluorescence imaging; nuclear translocation activity, % at 5 µM; hit rate 0.3% among 190,000;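 active means nuclear translocation activity above 50% at 5 µM, with a well cell count of 50 or more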;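 further: per-cell ratio of nuclear to cytoplasmic median beta-catenin stain intensity; plate controls were DMSO negative control for no effect and GSK-3 inhibitor IX positive control for full effect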
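Test system: human HeLa cell line; Doses: 5 µM primary, 0.02–20 µM confirmation; Incubation: 24 h compound exposure, 37°C; Detection: beta-catenin immunofluorescence imaging with DAPI; Read-out: beta-catenin nuclear/cytoplasmic ratio, % activation.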
WT yeast gro inh mutant strain: also measured in WT yeast gro inh; calls as there; inhibition, %; mitochondrial fusion phenotypic screen, mutant strain inhibition
Dynein transport cytoplasmic EGFP: further read-out of Dynein transport, marked with its call; z-score; measured here: cytoplasmic GR-EGFP intensity; hits give high values
Dynein transport nuclear GR-EGFP: further read-out of Dynein transport, marked with its call; z-score; measured here: nuclear GR-EGFP intensity;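 lower value marks the stronger effect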
Dynein transport cell count: also measured in Dynein transport; calls as there; z-score; measured here: cell count per field
Ins promoter up cell count: also measured in Ins promoter up; calls as there; cell count; measured here: cytotoxicity, nuclei count;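 total cells summed across four imaged fields per well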
Hep lipid drop cells 6.5 µM: second read-out of Hep lipid drop, no call of its own (marks repeat the call); cell count; measured here: cell count, cytotoxicity flag;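 cells counted across two imaged fields per well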
b-catenin transl cell count 5 µM: further read-out of b-catenin transl, marked with its call; cell count; measured here: cell count, cytotoxicity flag
MT stabilize HCS Hoechst-high %: recorded beside MT stabilize HCS, whose call it bears; % Hoechst-high responders; measured here: nuclear condensation Hoechst responders;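 share of cells brighter than vehicle mean plus two SD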
MT stabilize HCS cytotoxicity %: also measured in MT stabilize HCS; calls as there; toxicity, %; measured here: cytotoxicity by cell density;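 0% = mean cell density of plate MIN control wells and 100% = no cells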
Autophagy mod cell loss 18 h: recorded beside Autophagy mod, whose call it bears; toxicity, %; measured here: cell loss, nuclei count;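 cell loss after 18 h compound exposure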
* = called active by the depositor; i = inactive; . = not tested or not shown. Compounds as they come; any-hit rate near 4%.

SMILES | Ins promoter up | Ins promoter up cell count | Autophagy mod | Autophagy mod cell loss 18 h | WT yeast gro inh | WT yeast gro inh mutant strain | MT stabilize HCS | MT stabilize HCS Hoechst-high % | MT stabilize HCS cytotoxicity % | Dynein transport | Dynein transport cytoplasmic EGFP | Dynein transport nuclear GR-EGFP | Dynein transport cell count | ER stress rescue | XIAP antagonists | Hep lipid drop | Hep lipid drop cells 6.5 µM | b-catenin transl | b-catenin transl cell count 5 µM
CC(=O)Nc1ccc(NC(=O)C(C)n2c3ccccc3c3nc(=O)cc(C)n32)cc1 (stereo not drawn) | -1.1 | 1253 | i | -7 | -1 | 8 | 2.3 | 2.3 | 6.6 | -0.41 | -0.3 | -0.63 | 0.65 | -13% | -2.1% | 13 | 682 | -0.9 | 1113
CCNC(=O)C(=O)NCc1ccncc1 | 0.29 | 1475 | i | -8 | -13 | -6 | 2.1 | 2.3 | 8.6 | -0.64 | -0.24 | -0.96 | 0.92 | 2.1% | 12% | 3 | 642 | 0.6 | 1535
CCc1cc(OCCN2C(=O)NC(C)(C)C2=O)ccc1Cl | 0.22 | 1040 | i | 4 | 13 | 6 | 2.7 | 2.4 | 5.5 | -0.3 | -0.28 | -0.17 | -0.013 | 1.0% | -4.4% | . | . | . | .
NC12CC3CC(C1)CC(O)(C3)C2 | -0.72 | 1255 | i | 2 | -7 | 7 | 1.9 | 1.4 | 9.9 | -0.92 | -0.22 | -0.47 | 0.94 | -2.4% | -3.1% | 14 | 762 | -5.1 | 1273
CCN(CC)c1ccc(N2C(=O)CSC2=S)cc1 | 1.3 | 1544 | i | 2 | 7 | 19 | 2.7 | 2.6 | 1.3 | -1.9 | 0.16 | -1.2 | 1 | 1.2% | -4.7% | 2 | 756 | 1.2 | 1502
O=c1c(Cc2ccc(Cl)cc2Cl)c(O)ccn1Cc1ccncc1 | -0.6 | 1516 | i | -35 | 2 | -1 | 5.2 | 0.8 | 4.1 | 0.82 | 0.29 | 0.53 | -0.48 | -0.9% | -2.0% | -8 | 686 | 4.8 | 828
CN1C(=O)CC(Sc2ncccc2C(=O)O)C1=O (stereo not drawn) | 1.8 | 1413 | i | 8 | 3 | 1 | 2.1 | 1.7 | 6.0 | -0.41 | -0.26 | -1 | 0.34 | -1.9% | -2.0% | . | . | -3.0 | 1410
C=CCNC(=O)CSc1ccc(Cl)cc1 | -0.22 | 1261 | i | 5 | -6 | 3 | 3.2 | 0.2 | 72 | -0.18 | -0.24 | -0.086 | 0.015 | . | -4.3% | -5 | 617 | . | .
O=C(COC(=O)CNC(=O)c1cccc([N+](=O)[O-])c1)Nc1nc2ccccc2s1 | -0.01 | 1316 | i | 1 | -15 | 8 | 1.8 | 3.5 | 5.8 | -0.19 | -0.22 | -0.4 | 0.76 | -1.7% | -4.5% | 0 | 549 | 2.1 | 890
COc1cc(S(=O)(=O)N2CCC(N3CCCCC3)CC2)ccc1-n1cnnn1 | -0.15 | 1226 | i | 3 | -5 | -24 | 2.9 | 1.7 | 5.4 | -1.1 | -0.23 | -0.5 | 0.31 | . | -3.9% | -6 | 731 | 0.1 | 1047
CC(C)Oc1ccc(CC2CC(=O)NC2=O)cc1 (stereo not drawn) | -0.06 | 1472 | i | -7 | -17 | -6 | 1.4 | 2.3 | 11 | -0.59 | -0.2 | -0.23 | 0.95 | -0.2% | -1.2% | . | . | -3.4 | 606
O=S1(=O)NC(=NCC(c2ccco2)N2CCCCC2)c2ccccc21 (stereo not drawn) | -0.2 | 1111 | . | . | . | . | . | . | . | 0.15 | -0.23 | -0.019 | 0.41 | . | . | 11 | 717 | 1.1 | 1267
COCCCn1c(-c2ccco2)nc2ccccc2c1=O | 0.79 | 1294 | i | 5 | -10 | -7 | 1.3 | 1.6 | 7.1 | 1.1 | -0.17 | 0.74 | -0.73 | -1.4% | -3.6% | . | . | 1.2 | 1466
Cc1cc(NS(=O)(=O)c2ccc(NC(=O)CSc3nc4ncc(Cl)cc4[nH]3)cc2)nc(C)n1 | 0.08 | 987 | . | . | . | . | . | . | . | -0.78 | -0.28 | -0.78 | 1.4 | . | . | 1 | 777 | 0.1 | 1310
Cc1ccc(C(c2sc3nc(C)nn3c2O)N2CCN(c3ccccc3)CC2)cc1 (stereo not drawn) | -0.18 | 1563 | i | -45 | 3 | 5 | 3.4 | 2.6 | 8.2 | 0.22 | 0.086 | 0.73 | -1.3 | -1.2% | -1.4% | . | . | -0.3 | 983
COc1cccc(C(Nc2ccccn2)c2c(NC(=O)c3ccco3)sc(C)c2C)c1 (stereo not drawn) | -0.51 | 1417 | i | -54 | 32 | 3 | 3.0 | 2.6 | 8.6 | -0.43 | -0.2 | -0.37 | 0.017 | -0.1% | -14% | 17 | 650 | -0.4 | 1115
Cc1cccc(NC(=S)Nc2ccc3cn[nH]c3c2)c1 | 0.07 | 1476 | i | -14 | 4 | -1 | 5.2 | 3.0 | 9.1 | 0.012 | -0.22 | 0.12 | 0.68 | -1.9% | -7.1% | -11 | 681 | -1.2 | 1180
COc1ccc([N+](=O)[O-])cc1NC(=O)CSc1ncccn1 | 0.49 | 1470 | i | 37 | -9 | -7 | 6.5 | 1.8 | 0.2 | 0.99 | 0.04 | 0.97 | -1.6 | -0.5% | -1.0% | -5 | 709 | -0.1 | 1574
CCc1ccc(NC(=S)NNC(=O)c2ccccc2OC(F)F)cc1 | -0.81 | 1203 | i | 20 | 6 | -16 | 16* | 17* | 47* | 0.27 | -0.22 | 0.26 | 0.55 | -4.8% | -4.7% | 2 | 612 | 13 | 785
C/C(=N\NC(=O)CSc1nc2nc(C)cc(C)n2n1)c1ccccc1 | 0.13 | 1314 | i | -1 | 23 | 27 | 3.1 | 1.9 | 2.2 | 0.45 | -0.26 | 0.32 | 0.16 | 1.3% | -14% | 0 | 708 | 1.7 | 1232
COc1cc(C)c(CNc2cccc(C)c2)cc1C | 1.6 | 862 | i | -13 | 5 | 4 | 1.0 | 2.5 | 2.4 | -0.58 | -0.091 | -0.45 | 0.79 | 0.6% | -0.9% | -13 | 806 | . | .
Cc1c(Cl)cccc1NC(CC(=O)c1ccccc1)C(=O)O (stereo not drawn) | 0.54 | 1071 | i | 4 | 8 | 6 | 3.5 | 1.5 | 7.5 | 0.31 | -0.25 | -0.26 | -0.24 | -2.9% | -1.6% | -1 | 669 | . | .
CCOC(=O)N1C/C(=C\c2ccccc2)C(=O)/C(=C/c2ccccc2)C1 | -0.33 | 1319 | . | . | . | . | . | . | . | -4.9* | 2.4* | -2.3* | -0.1* | . | . | -20 | 829 | -2.7 | 1149
CCOc1cc(C)c(Cl)cc1S(=O)(=O)NC1CC(C)(C)NC(C)(C)C1 | 0.62 | 1096 | i | -11 | -22 | 9 | 2.5 | 1.2 | 3.8 | -0.12 | -0.23 | 0.24 | -0.58 | -1.7% | 0.7% | 4 | 706 | 1.7 | 494
c1ccc2c(N3CCCCC3)ncnc2c1 | -0.26 | 1134 | i | -5 | 0 | 5 | 1.8 | 1.4 | 1.9 | -0.057 | -0.35 | 0.052 | 0.36 | -1.5% | -4.6% | -2 | 796 | -2.1 | 1206
O=c1ccc2ccccc2o1 | . | . | i | 13 | -4 | -14 | 4.3 | 2.7 | 10 | 0.041 | -0.28 | 0.21 | 0.47 | -1.8% | -8.1% | 6 | 625 | 0.8 | 372
CCOc1ccccc1C(=O)Nc1cccc(-c2ccc3nncn3n2)c1 | -0.64 | 1249 | i | -4 | 10 | 2 | 6.7 | 2.4 | 7.7 | -0.66 | -0.3 | -0.24 | 1.1 | 1.1% | 3.4% | -23 | 730 | -1.1 | 1034
Cc1noc(C)c1COc1ccc(C(=O)OCC(=O)N2c3ccccc3NC(=O)C2(C)C)cc1 | . | . | i | -5 | -18 | -10 | 2.0 | 1.8 | 11 | -1.3 | -0.33 | -0.67 | 1.2 | -0.2% | -5.4% | 1 | 747 | -6.4 | 1055
CCOC(=O)Cn1ncc(-c2ccccc2)c1N | -0.11 | 1301 | i | -3 | 1 | -4 | 1.8 | 1.8 | 4.7 | -0.72 | -0.26 | -0.46 | -0.15 | -2.9% | -6.1% | -11 | 679 | -0.5 | 530

Complete entries from above. Values in the order: Ins promoter up, Ins promoter up cell count, Autophagy mod, Autophagy mod cell loss 18 h, WT yeast gro inh, WT yeast gro inh mutant strain, MT stabilize HCS, MT stabilize HCS Hoechst-high %, MT stabilize HCS cytotoxicity %, Dynein transport, Dynein transport cytoplasmic EGFP, Dynein transport nuclear GR-EGFP, Dynein transport cell count, ER stress rescue, XIAP antagonists, Hep lipid drop, Hep lipid drop cells 6.5 µM, b-catenin transl, b-catenin transl cell count 5 µM
C=CCNC(=O)CSc1ccc(Cl)cc1 across the screens: -0.22, 1261, i, 5, -6, 3, 3.2, 0.2, 72, -0.18, -0.24, -0.086, 0.015, ., -4.3%, -5, 617, ., .
CCN(CC)c1ccc(N2C(=O)CSC2=S)cc1 across the screens: 1.3, 1544, i, 2, 7, 19, 2.7, 2.6, 1.3, -1.9, 0.16, -1.2, 1, 1.2%, -4.7%, 2, 756, 1.2, 1502
CC(=O)Nc1ccc(NC(=O)C(C)n2c3ccccc3c3nc(=O)cc(C)n32)cc1 (stereo not drawn) across the screens: -1.1, 1253, i, -7, -1, 8, 2.3, 2.3, 6.6, -0.41, -0.3, -0.63, 0.65, -13%, -2.1%, 13, 682, -0.9, 1113
CCc1ccc(NC(=S)NNC(=O)c2ccccc2OC(F)F)cc1 across the screens: -0.81, 1203, i, 20, 6, -16, 16*, 17*, 47*, 0.27, -0.22, 0.26, 0.55, -4.8%, -4.7%, 2, 612, 13, 785
